Screening data as filed in PubChem.
APEX1 inh – APE1 (human) endonuclease inhibition. P27695. actives 0.35% (n = 350,000). recombinant APE1, TAMRA/BHQ-2 abasic DNA cleavage fluorescence. Potency, µM (series often up to 65.8 µM), inactives show top-dose activity change, negative = inhibition, most hits filed as inhibitors;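 further: potency means the concentration at half of the fitted maximal effect; plate controls were vehicle for no effect and reference inhibitor for full effect; nearly all actives have a fitted effect of over 55% in size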
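Step 1: APE1 (0.75 nM) with compound, 15 min RT. Step 2: add 50 nM fluorophore/quencher THF duplex. Step 3: three fluorescence reads 60 s apart (525/598 nm); read 3 minus read 1 = reaction progress.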
Glioma ERSR ind – induces the endoplasmic reticulum stress response in human glioma cells | Potency, µM, without a hit: at the highest dose activation, usual class: activators | U87-MG GRP78 promoter luciferase reporter, 16 h | actives 0.02% (n = 420,000); further: potency means the concentration at half of the fitted maximal effect; series mostly up to about 76 µM; % of control where 0% means no effect; nearly all actives have a fitted effect of over 35% in size
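Stably transfected U87-MG human glioma cells carrying a GRP78-based luminescent sensor were seeded at 1000 cells/well, pin-dosed with compounds and incubated 16 h. Luciferase reagent was then added, and end-point luminescence was read after 10 min at room temperature.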
LDHA block – LDHA (human) enzyme inhibition; P00338; purified LDHA, NADH/diaphorase-resazurin fluorescence; active compounds read low; activity change, % (values are at about 110 or 230 µM); actives 0.15% (n = 480,000); AID 1347041; in the data active means activity change below about -30%; inconclusive means mostly about -25% to -30%;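 further: plate controls were DMSO wells for no effect and wells without enzyme for full effect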
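Human LDH5 (2 nM) was incubated with 0.06 mM NADH and 0.2 mM pyruvate for 5 min at room temperature in Tris pH 7.4. Remaining NADH was coupled through diaphorase/resazurin, and resorufin fluorescence was read at 0 and 20 min.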
Pol eta inh – blocks human DNA polymerase eta activity. actives 1.2% (n = 390,000). AID 588591. Q9Y253. Potency, µM (series often up to 114 µM), inactives show at the highest dose activity change, negative = inhibition, most hits filed as inhibitors. recombinant Pol eta, fluorescent DNA replication assay; further: potency means the concentration at half of the fitted maximal effect; on the % scale 0 is the no-effect control and ±100 the full control effect
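Pol eta (10 nM) was preincubated with compounds for 15 min at room temperature, after which fluorescent replication substrate (50 nM final) was added to start the reaction. Fluorescence was read kinetically at 0 and 10 min.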
BLM helicase inh – blocks DNA unwinding by human BLM helicase; actives 0.2% (n = 350,000); AID 2528; Potency, µM (highest dose often 56.1 µM), inactives show at the top dose activity change, negative = inhibition, hits mostly inhibitors; P54132; recombinant BLM DNA unwinding, fluorescence dequenching;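 further: potency means the concentration at half of the fitted maximal effect; plate controls were vehicle for no effect and no enzyme for full effect; nearly all actives have a fitted effect of over 35% in size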
Target sequence (P54132 whole entry, looked up): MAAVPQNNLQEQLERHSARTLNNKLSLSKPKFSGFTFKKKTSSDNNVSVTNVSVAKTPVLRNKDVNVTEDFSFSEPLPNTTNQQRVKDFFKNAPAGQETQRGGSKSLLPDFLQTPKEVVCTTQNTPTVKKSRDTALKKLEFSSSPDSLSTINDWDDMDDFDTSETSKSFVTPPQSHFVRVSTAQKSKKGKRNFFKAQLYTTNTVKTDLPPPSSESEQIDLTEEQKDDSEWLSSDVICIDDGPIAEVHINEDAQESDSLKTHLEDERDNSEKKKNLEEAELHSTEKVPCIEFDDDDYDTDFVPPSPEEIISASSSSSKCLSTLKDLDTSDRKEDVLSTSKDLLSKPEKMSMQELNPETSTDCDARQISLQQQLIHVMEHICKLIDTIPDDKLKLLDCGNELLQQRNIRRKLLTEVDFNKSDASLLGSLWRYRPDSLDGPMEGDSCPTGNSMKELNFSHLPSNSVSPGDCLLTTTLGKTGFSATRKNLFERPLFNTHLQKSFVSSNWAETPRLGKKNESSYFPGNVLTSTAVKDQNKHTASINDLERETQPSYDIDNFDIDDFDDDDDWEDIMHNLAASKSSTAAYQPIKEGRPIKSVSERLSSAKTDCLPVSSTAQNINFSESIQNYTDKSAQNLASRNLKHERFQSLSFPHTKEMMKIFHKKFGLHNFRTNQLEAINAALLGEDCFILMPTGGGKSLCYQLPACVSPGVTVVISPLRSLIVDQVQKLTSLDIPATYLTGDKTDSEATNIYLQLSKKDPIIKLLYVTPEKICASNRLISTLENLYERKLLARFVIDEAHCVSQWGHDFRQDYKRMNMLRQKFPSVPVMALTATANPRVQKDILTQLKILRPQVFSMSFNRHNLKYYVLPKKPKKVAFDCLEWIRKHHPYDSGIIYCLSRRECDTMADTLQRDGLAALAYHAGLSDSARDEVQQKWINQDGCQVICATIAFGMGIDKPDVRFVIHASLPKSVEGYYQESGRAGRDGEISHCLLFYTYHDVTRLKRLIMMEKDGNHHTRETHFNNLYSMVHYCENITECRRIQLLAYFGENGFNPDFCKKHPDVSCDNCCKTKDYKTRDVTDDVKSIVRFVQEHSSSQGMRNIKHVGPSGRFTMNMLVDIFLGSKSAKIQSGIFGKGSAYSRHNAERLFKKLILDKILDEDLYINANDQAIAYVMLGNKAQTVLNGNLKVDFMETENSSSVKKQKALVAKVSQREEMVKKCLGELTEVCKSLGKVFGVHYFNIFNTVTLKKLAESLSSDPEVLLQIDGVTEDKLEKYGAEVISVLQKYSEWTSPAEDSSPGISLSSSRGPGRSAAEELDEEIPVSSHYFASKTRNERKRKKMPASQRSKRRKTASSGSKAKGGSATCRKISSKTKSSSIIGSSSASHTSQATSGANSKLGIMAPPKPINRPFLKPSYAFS
POLK inh – blocks human DNA polymerase kappa activity | actives 0.53% (n = 400,000) | AID 588579 | Q9UBT6 | Potency, µM (doses to about 107 µM), without a hit: top-dose activity, negative = inhibition, usual class: inhibitors | purified Pol kappa, fluorescent DNA synthesis assay, 10 min; further: potency means the concentration at half of the fitted maximal effect; on the % scale 0 is the no-effect control and ±100 the full control effect
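First, compounds were pin-transferred onto 10 nM Pol kappa. After 15 min at room temperature, substrate was added to 50 nM final. Fluorescence was then measured kinetically at 0 and 10 min.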
Pol iota inh – inhibitors of human DNA polymerase iota; Pol iota fluorescent replication assay, 10 min; Potency, µM (doses to about 115 µM), for inactives: at the highest dose activity, negative = inhibition, usual class: inhibitors; actives 1% (n = 390,000); AID 588590; further: potency means the concentration at half of the fitted maximal effect
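Fluorescent replication assay read twice, at 0 min and 10 min after adding 50 nM (final) substrate. Enzyme (10 nM) and compounds were first incubated 15 min at room temperature; enzyme-free buffer wells were negative controls.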
Pol beta inh – blocks human DNA polymerase beta activity. P06746. Pol beta primer extension/strand displacement, fluorescence kinetic. Potency, µM (highest dose often 114 µM), inactives show at the highest dose activity change, negative = inhibition, actives largely listed as inhibitors. actives 1.3% (n = 340,000). AID 485314; further: potency means the concentration at half of the fitted maximal effect; on the % scale 0 is the no-effect control and ±100 the full control effect
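Pol beta (10 nM) was preincubated with compound for 15 min at room temperature. The reaction was then started with 50 nM substrate and read immediately and after a further 10 min at room temperature.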
Apoferritin bind – candidate novel general anesthetic via apoferritin binding; apoferritin/1-aminoanthracene competitive binding, fluorescence; Potency, µM (doses to about 77.5 µM), for the others: top-dose activity change, negative = displacement, most hits filed as inhibitors; actives 0.074% (n = 350,000); further: potency means the concentration at half of the fitted maximal effect; on the % scale 0 is the no-effect control and ±100 the full control effect; nearly all actives have a fitted effect of over 20% in size
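Concentration-response curves derived by four-parameter Hill fitting of normalized fluorescence, where compounds displaced 1-AMA from 10 uM horse apoferritin following a brief 10 min room-temperature incubation; propofol titration acted as positive control.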
Numbers without * were called inactive; ? = inconclusive; nt = not tested or not shown; & = joins results of further samples; [ ] = another dose, or the depositor's remark. Unless noted, the call rests on the fitted dose curve; in most records, active means well fitted curve in the direction sought with a large enough effect; inconclusive means small, poorly fitted or top-dose-only effect, or another doubt; inactive means no such curve, though single readings can be large; an effect the other way counts as inactive or inconclusive. Only part of the results is shown (hit frequency here may not be typical).

Order of results: APEX1 inh, Glioma ERSR ind, LDHA block, Pol eta inh, BLM helicase inh, POLK inh, Pol iota inh, Pol beta inh, Apoferritin bind
- CCC(C)c1ccc(-c2cc(C(=O)OCC(=O)Nc3cc(C)on3)c3ccccc3n2)cc1 (stereo unspecified)
→ 0%, -1%, -1, -12%, -4%, -13%, 4%, -15%, -17%
- CCC(=O)N1CCCc2cc(S(=O)(=O)NCc3cccs3)ccc21
→ -1%, 0%, -2, 9%, -1%, -7%, 5%, -8%, -9%
- CN(C)CCNC(=O)C(C(=O)c1ccccc1)n1ccccc1=O (stereo unspecified)
→ -4%, -2%, -2, 3%, -1%, -5%, 15%, 22%, -9%
- CC(Sc1ccc(Br)cc1)C(N)=O (stereo unspecified)
→ 1%, -5%, -3, -9%, -2%, -1%, 10%, -20%, -16%
- Cc1ncc(CC(=O)n2cc(C(=O)c3cc(F)ccc3O)cn2)s1
→ 5%, 3%, -2, -4%, -5%, 7%, 4%, 1%, -16%
- Fc1cccc(CN2CCN(c3ncccn3)CC2)c1
→ 11%, -2%, -14, -5%, -5%, -5%, -7%, -12%, 1%
- COc1sc(SC)cc1/C=N/NC(=O)c1ccncc1
→ -11%, -3%, -3, -6%, -2%, -3%, ?, -2%, -5%
- N#Cc1c(Cl)nsc1NN
→ -1%, -1%, 6, -4%, -2%, -5%, 24%, 0%, -13%
- NC(=O)c1ccccc1O
→ 5%&-4%&1%, -3%&-4%, 5, -8%, -5%&3%, 2%, 11%, 9%, 5%&2%
- CCOc1ccccc1N1CC(C(=O)N(Cc2nnc(-c3ccccc3Cl)o2)C2CC2)CC1=O (stereo unspecified)
→ -9%, 1%, -4, -7%, nt, -11%, 20%, nt, nt
- C[C@H](NC(=O)C1CC(=O)N(c2ccc3c(c2)OCCO3)C1)C(=O)N1CCC(C(=O)O)CC1 (stereo partly specified)
→ -7%, 1%, -1, 3%, -8%, 0%, 22%, 0%, -3%
- COc1cccc(CN(C)c2nc(-c3cccs3)nc3ccccc23)c1
→ 3%, -3%, -3, -22%, -4%, -11%, 0%, 0%, -16%
- O=C(CSc1n[nH]c(-c2ccncc2)n1)Nc1ccc(Br)cc1
→ 53%[activator], -5%, -2, -17%, -7%, -4%, 5%, -23%, -18%
- O=C(NC1CC1)c1cccc(NC(=O)C2CCC2)c1
→ nt, -3%, -10, -1%, nt, 0%, -20%, nt, nt
- O=C(CCCCl)N1CCc2[nH]c3ccccc3c2C1
→ -4%, -4%, 6, -22%, nt, -6%, 63%[activator], nt, nt
- O=C(NCCC1=CCCCC1)C(=O)c1c[nH]c2ccccc12
→ 6%, 6%, -2, -24%, -2%, -8%, 10%, 1%, -17%
- Cc1cc(NC(=O)CSc2nc3cc(Cl)ccc3c(=O)n2Cc2ccco2)no1
→ -4%, -4%, -1, -4%, 0%, -25%, 25%, 0%, -4%
- Cc1ccc(-n2nc(C)c(=O)c(-c3ccccc3)c2NC(=O)C(C)C)cc1
→ 0%, -5%, -4, -22%, -3%, 2%, 26%, 20%, -6%
- COc1ccc(C(=O)COC(=O)C2CCC(=O)N2)cc1 (stereo unspecified)
→ -6%, -2%, -5, 6%, 0%, -16%, 80%[activator], 0%, -5%
- O=C(Cc1ccc(Br)cc1)N1CCN(c2ccccc2)CC1
→ 1%, 3%, -3&0, -14%, -3%, -5%, 11%, -17%, -3%
- COC(=O)/C=C1\SC(=NC(=O)c2ccc(OC)cc2)NC1=O
→ -13%[12.4 µM], -2%, -1, -16%, 1%, -2%, 1%, 12%, -9%
- Oc1ccc(Br)cc1C1C=C(c2ccc3c(c2)OCO3)NC(c2ccc(Cl)cc2)N1 (stereo unspecified)
→ nt, ?, -1, nt, nt, -9%, ?, nt, nt
- COc1ccc(S(=O)(=O)N/N=c2\oc3c(OC)cccc3cc2S(=O)(=O)c2ccc(C)cc2)cc1OC
→ -7%, -1%, 0, -12%, -6%, -6%, 39%[activator], 9%, ?
- CCC(=O)Nc1cccc2cccnc12
→ 21%, 0%, 0, -12%, -2%, ?, ?, 24%, -7%
- CCOc1ccccc1C1C2CCCCC2(O)CCN1C(=O)c1cccs1 (stereo unspecified)
→ 1%, 2%, -1, -15%, 5%, -19%, 8%, 0%, -11%
- O=C1S/C(=C/c2ccc(N3CCOCC3)o2)C(=O)N1Cc1c(F)cccc1Cl
→ 8%, 2%, 33, -15%, -9%, -1%, -1%, 8%, -23%
- O=C(Nc1cc(S(=O)(=O)Nc2ccccc2Cl)ccc1O)c1sc2cc(Cl)ccc2c1Cl
→ -1%, -4%, -7, -21%, -3%, 2%, 21%, 36%, -3%
- CC(CC(=O)N1CCc2ccccc21)c1ccccc1 (stereo unspecified)
→ 0%, 1%, -4, -20%, -2%, -1%, 2%, 7%, ?
- O=C(c1cccs1)N(Cc1cc2ccccc2[nH]c1=O)CC1CCCO1 (stereo unspecified)
→ -1%, -5%, -4, -25%, -4%, -3%, 22%, 52%, -4%
- CC(=O)N1C(Nc2ccc(Cl)cc2)CCN1c1ccccc1 (stereo unspecified)
→ -3%, 0%, 0, 9%, -2%, -6%, ?, -9%, -3%
- COc1ccc(N2CCN(CC(O)COc3ccc(C)cc3C)CC2)cc1 (stereo unspecified)
→ -2%, -2%&-2%, 2&5, -6%&-27%, -1%&0%, -3%&-3%, -5%&15%, -2%&-1%, -9%&-5%
- CCC(C)(C)C1CCc2nc3ccccc3c(C(=O)OC(C)C(=O)Nc3c(C)n(C)n(-c4ccccc4)c3=O)c2C1 (stereo unspecified)
→ -2%, 1%, -1, -16%, -11%, 1%, 26%, -6%, 0%
- COc1ccc(C(=O)c2cn(-c3cccc(Br)c3)nc2C(C)=O)cc1
→ nt, -6%, -8, -16%, nt, -1%, 8%, nt, nt
- COc1ccc(OC)c(/C=C/c2ccccc2)c1
→ nt, 1%, 3, nt, nt, -7%, 12%, nt, nt
- COc1ccc(CCNC(=O)c2ccc(CSc3ccccc3)o2)cc1
→ -8%, -3%, 6, -27%, -15%, -4%, 131%[activator], -8%, -7%
- Cc1ccc(/C=C2\SC(=S)N(c3cccnc3)C2=O)o1
→ 16µM*, 3%, 0, -16%, -14%, 50µM*, ?, 3%, -4%
- COc1ccc(NC(=O)CSc2ncnc3c2cnn3CCc2ccccc2)cc1
→ -3%, 1%, -8, 10%, -5%, -1%, 2%, -2%, -8%
- O=S(=O)(NCCc1cn2ccccc2n1)c1ccc2c(c1)OCCO2
→ 6%, -3%, -2, -11%, 1%, -12%, -4%, 3%, 1%
- CCc1ccc(N2CC(C(=O)Nc3cccnc3)CC2=O)cc1 (stereo unspecified)
→ 0%, -3%, -6, -4%, -1%, 5%, 18%, -1%, -15%
- CNC(=O)c1ccc(NC(=O)CCc2c(C)noc2C)cc1
→ -7%, -4%, -19, -2%, nt, -3%, -22%, nt, nt
- Cc1sc(NC(=O)c2ccccc2)c(C(=O)NC(C)C)c1C
→ 0%, 1%, -4, -7%, -1%, -5%, -11%, 1%, -13%
- O=C(O)c1ccc(NC(=O)c2ccc(Br)c(S(=O)(=O)N3CCCC3)c2)cc1
→ nt, -2%, -17, -1%, -2%, 0%, -8%, 10%, -5%
- CCOc1ccc(C2C(C(=O)c3ccco3)=C(O)C(=O)N2CCCn2ccnc2)cc1OCC (stereo unspecified)
→ 27%, -4%, 3, -9%, -5%, -5%, 7%, 20%, -9%
- Cc1nc2sc3c(=O)[nH]nnc3c2c(C)c1Br
→ -7%, 0%, -2, 7%, 4%, -9%, 10%, 24%, 9%
- COc1ccc(OC(=O)c2ccc3nsnc3c2)cc1
→ -1%, -4%, 4, -18%, -3%, -4%, -4%, 9%, -14%
- O=C(Nc1cccc(C(F)(F)F)c1)N1CCC(c2nc(-c3ccc(F)cc3)no2)CC1
→ 10%, -3%, 7, -15%, -12%, -19%, -11%[58.9 µM], 1%, -9%
- CC(=O)NCCn1c(SCC(=O)NCCC2=CCCCC2)nc2ccccc2c1=O
→ 5%, 2%, 0, -7%, -1%, 3%, 11%, 2%, -6%
- CC(C)C12CN3CC(C(C)C)(CN(C1)C3c1ccc([N+](=O)[O-])o1)C2=O (stereo unspecified)
→ 5%, 0%, -4, -14%, -4%, -3%, 57%[activator], 0%, -9%
- COCCn1c(C(=O)N2CCCC2)cc2c1C[C@H]1CN(C(=O)c3ccccc3)[C@@](Cc3ccc(F)cc3)(C(=O)OC)[C@@H]21
→ ?, -2%, 6, -8%, 1%&-5%, 12%, 23%, -6%, 6%&0%
- CSc1ncccc1C(=O)NC1CCCc2c1cnn2-c1ccc(C)c(C)c1 (stereo unspecified)
→ 17%, 0%, -11, -3%, -4%, -9%, 6%, -1%, -4%
- COc1ccccc1C1CCN(C(=O)c2cnn(-c3ccccc3)c2C)CC1
→ 5%, -2%, -1, 0%, -8%, -6%, -2%, 7%, -8%
- O=S(=O)(c1ccccc1)c1nc(-c2ccco2)oc1NCCCn1ccnc1
→ 0%, -1%, 0, -19%, 4%, -8%, -14%, -5%, -13%
- CCCc1cc(C(=O)Nc2ccc(C(C)=O)cc2)no1
→ -3%, 1%, -4, -5%, -4%, -1%, -20%, -2%, -3%
- O=C(NC1CC1)c1cccc(NC(=O)c2cc(S(=O)(=O)N3CCOCC3)ccc2Cl)c1
→ 3%, 0%, -4, 1%, nt, -9%, -20%, nt, nt
- Cc1ccc(C(=O)Nc2cccc(C(=O)N3CCOCC3)c2)cc1
→ 4%, -1%, 0, 8%, -14%, -14%, 38%[activator], -10%, -11%
- COc1ccc(S(=O)(=O)Nc2ccc3c(c2)C(=O)N([C@H](C)CO)C[C@H](C)[C@@H](CN(C)C(=O)NC2CCCCC2)O3)cc1
→ 8%, -5%, -2, 0%, nt, 9%, 2%, nt, nt

Only BLM helicase inh (two entries from above):
SMILES	BLM helicase inh
CC(C)C12CN3CC(C(C)C)(CN(C1)C3c1ccc([N+](=O)[O-])o1)C2=O (stereo unspecified)	-4%
COCCn1c(C(=O)N2CCCC2)cc2c1C[C@H]1CN(C(=O)c3ccccc3)[C@@](Cc3ccc(F)cc3)(C(=O)OC)[C@@H]21	1%&-5%
